MITF TRPM1 inh = inhibitors of MITF-driven TRPM1 promoter in melanoma cells | SK-MEL-5 TRPM1 promoter luciferase, 24 h | inhibition, % at 12.5 µM | actives 0.83% (n = 330,000);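 active = mean inhibition across replicates of 60% or more, whatever share of single replicates reaches that level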; also: values of inactives mirror those of a sister screen read the other way
TWEAK Fn14 block = inhibitors of TWEAK-Fn14 interaction signaling; actives 2% (n = 360,000); inhibition, % at 10 µM; AID 1159606; TWEAK-stimulated Fn14 reporter cells, luciferase luminescence, 8 h; in the data active = inhibition above about 50%
HIF-2a block = blocks HIF-2a reporter activity | 786-0 RCC cells HIF-2a reporter, luciferase luminescence, overnight | inhibition, % at 18.8 µM | actives 0.72% (n = 360,000) | AID 624352;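 active = inhibition of the luminescence signal of 40% or more relative to plate controls, in a single-dose primary screen at 18.75 µM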
KKLEB cytotox = CF airway cell cytotoxicity counter-screen; KKLEB CF airway cells viability, ATPlite luminescence, overnight; active compounds read low; cells stimulated with P. aeruginosa culture filtrate; activity change (cytotoxicity), % at 5 µM; actives 0.36% (n = 360,000);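 active = corrected activity change at or below -50% at 5 µM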
Peg3 prom inh = reduces Peg3 promoter-driven luciferase expression in HeLa; HeLa PEG-Prom luciferase reporter, luminescence, overnight; inhibition, % at 20 µM; actives 1.7% (n = 360,000); AID 588405;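 active = inhibition of at least 50% at 20 µM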
NR2E3 ag-1 = human photoreceptor-specific nuclear receptor agonism | actives 0.35% (n = 360,000) | CHO-S Gal4-NCOR/VP16-NR2E3 two-hybrid, luciferase | inhibition of corepressor binding, % at 3.98 µM | Q9Y5X4 | AID 602229;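 active = inhibition above the mean of all tested compounds plus 3 SD, cut at about 70% in these data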;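 also: 0% = DMSO with NR2E3 transfected cells and 100% = cells lacking NR2E3 construct; higher means lower luciferase signal from less NR2E3 corepressor binding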
Target sequence (Q9Y5X4 whole entry, looked up, the tested form may be a part): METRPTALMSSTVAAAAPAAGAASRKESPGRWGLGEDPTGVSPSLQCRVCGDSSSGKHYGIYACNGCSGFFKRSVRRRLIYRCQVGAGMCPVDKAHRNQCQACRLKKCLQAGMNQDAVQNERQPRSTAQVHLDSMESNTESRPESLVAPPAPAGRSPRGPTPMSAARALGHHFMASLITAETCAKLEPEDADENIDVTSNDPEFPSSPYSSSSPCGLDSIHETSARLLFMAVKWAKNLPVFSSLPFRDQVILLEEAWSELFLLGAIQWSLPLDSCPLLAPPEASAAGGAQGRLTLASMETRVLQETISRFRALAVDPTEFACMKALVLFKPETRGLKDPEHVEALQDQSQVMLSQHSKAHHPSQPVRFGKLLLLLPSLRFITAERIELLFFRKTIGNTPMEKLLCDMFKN
C8 TRAIL sens = caspase-8 TRAIL sensitization. AID 624354. NB7+C8 cells + TRAIL, ATPlite viability luminescence. actives 1% (n = 360,000). inhibition (viability loss, TRAIL sensitization), % at 10 µM;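 active = compounds causing at least 50% loss of cell viability in the single-dose screen, relative to plate controls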
CF NFkB block = blocks PAF-induced NF-kB reporter in cystic fibrosis cells; actives 0.86% (n = 360,000); inhibition, % at 5 µM; KKLEB NF-kB-GFP reporter, GFP fluorescence overnight;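 active = at least 50% inhibition at 5 µM, scaled per plate between neutral and stimulator controls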;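 also: PAF is a Pseudomonas aeruginosa culture filtrate used as stimulus; plate controls were PAF-stimulated DMSO wells for no effect and unstimulated DMSO wells for full effect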
NR2E3 ag-2 = agonists of human nuclear receptor NR2E3; Q9Y5X4; GST-NR2E3/biotin-RetCOR TR-FRET, 1536-well; inhibition of corepressor binding, % at 4.78 µM; actives 0.12% (n = 320,000); AID 2300;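 active = percent inhibition above the cutoff of mean plus 3 SD of all tested compounds, set per screening campaign, cut at about 20% in these data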;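 also: 0% = DMSO wells and 100% = biotin wells as full block of FRET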
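Test system – NR2E3–RetCOR corepressor complex · Quantity – NR2E3 fusion 1.35 nM · Buffer or medium – Tris pH 7.5 · Incubation – Compound–protein incubation for 5 h at 4 °C · Technique – TR-FRET, Eu(K)-anti-GST donor, streptavidin-D2 acceptor, ex 340, em 617/671 nm · Evaluation – percent inhibition of 671/617 nm emission ratio versus biotin and DMSO controls · Plate – 1536-well format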
TROY signal inh = blocks TROY-dependent signaling in reporter cells; Q293 LMP1-TROYcd NF-kB luciferase reporter, 4 h; inhibition, % at 10 µM; actives 0.98% (n = 360,000); AID 1347056;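 active = compounds whose plate-normalised and pattern-corrected inhibition of the luciferase reporter signal at the single screening dose is 50% or more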
Shn3 inh set2 = Schnurri-3 reporter inhibition in Clone20 osteoblasts; actives 0.52% (n = 360,000); inhibition, % at 12.5 µM; AID 588674; Clone20 osteoblast Shn3 3'UTR firefly luciferase, 24 h;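 active = mean inhibition of at least 75% with every replicate also reaching 75%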;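 also: 0% = median of neutral control wells and 100% = pilot-screen positive control compound; some compounds past the cut are filed as inactive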
Numbers without * were called inactive; . = no result given.

SMILES	MITF TRPM1 inh	TWEAK Fn14 block	HIF-2a block	KKLEB cytotox	Peg3 prom inh	NR2E3 ag-1	C8 TRAIL sens	CF NFkB block	NR2E3 ag-2	TROY signal inh	Shn3 inh set2
CC1CN(C2CCN(C(=O)c3ccccc3Cl)CC2)CC(C)O1 (stereo not drawn)	-1	8	13	-6	13	-8	-5	6	-4	-22	-36
O=C(/C=C/c1cccc([N+](=O)[O-])c1)NCCSCc1ccccc1Cl	-4	-2	-9	-6	2	3	2	2	2	5	-4
CC(C)Sc1ncnc2c1oc1ccccc12	-45	-11	-100	2	-72	-11	1	13	-4	11	-38
CC(C)CCNc1nc(N)c([N+](=O)[O-])c(NCC2CCCO2)n1 (stereo not drawn)	-11	20	-3	-10	33	5	0	4	-2	-6	-29
COc1ccccc1N1CCN(C(c2cccs2)C(C)NC(=O)c2ccco2)CC1 (stereo not drawn)	-4	0	-7	-1	9	-29	-5	-10	-5	4	11
CN(C)c1ccc(C(C#N)c2ccc(Cl)cc2)nn1 (stereo not drawn)	-20	-13	-7	-4	-12	-20	9	1	0	-5	11
C[C@H](NC(=O)N1CCn2c1nc1ccccc12)C(=O)NCc1ccc2c(c1)OCO2	18	4	10	-12	6	34	2	3	2	-15	0
COC(=O)c1ccc(CNC(=O)c2coc3ccccc3c2=O)cc1	-8	16	11	11	17	-9	-5	15	3	-12	-7
CCN(CC)c1ccc(C=C2C(=O)OC(C)(C(C)(C)C)OC2=O)cc1 (stereo not drawn)	-19	0	2	4	2	-9	20	4	0	4	-14
COc1ccc([C@H]2C[C@H](O)[C@@H](n3cc(C4CC4)nn3)CN2C(=O)c2cccs2)cc1	.	6	-6	-1	-15	5	-1	-17	.	8	-32
O=C1N=C(N2CCCC2C(=O)O)S/C1=C\c1ccco1 (stereo not drawn)	10	-5	11	-3	11	2	-8	-11	6	8	-45
COCCCNC(=O)CSc1nc2ccccc2c(=O)n1CCC(=O)NCCc1ccc(OC)c(OC)c1	-7	-23	10	1	20	1	-4	1	-1	3	2
O=C(NC(=S)Nc1ccc(N2CCOCC2)c(Cl)c1)c1cccs1	-13	5	-172	20	-182	-77	6	4	1	9	-4
C=CCNC(=O)CCCOc1cccc(C)c1	1	15	-7	0	-4	-19	17	-5	-4	-14	-34
COc1ccc(C(=O)NCc2nnc(SCC(=O)N3CCc4ccccc43)n2CCc2ccccc2)cc1	3	12	9	-7	4	-12	-1	8	0	9	14
CCn1c(CSCc2ccc(F)cc2)nnc1SCC(=O)NCc1ccccc1	0	-2	5	-3	0	-6	-7	-6	1	10	16
Cc1ccccc1-c1nc2ccc(Cl)cc2c(=O)n1O	-1	-8	14	2	5	-18	-5	7	-2	7	-30
C=CCOc1ccccc1CNCc1ccc(F)cc1	-3	-17	13	-7	12	-24	-13	0	0	3	14
COc1ccc(-c2cc(C(F)(F)F)n3nc(C(=O)NCc4ccco4)cc3n2)cc1	5	7	-19	10	13	-31	0	-17	-1	5	3
Cc1nc(NCc2cccnc2)c2c3c(sc2n1)CCCC3	1	-15	-13	2	6	-26	-7	-2	6	-2	4
Cc1cccc(C(CC(=O)O)NC(=O)C(F)(F)F)c1 (stereo not drawn)	1	-6	-2	-7	5	-18	0	9	3	-30	-19
N#CCn1c(CN2CCCC2)nc2ccccc2c1=O	9	24	-1	-3	4	-15	10	-11	4	2	8
CCCNC(=O)C1(C)CCCN(Cc2noc(-c3c(C)noc3C)n2)C1 (stereo not drawn)	.	-7	8	2	-23	-15	13	-11	.	-4	16
Cc1ccc(F)c(S(=O)(=O)NC(=O)C2(C)CCN2C(=O)Cc2ccc(Cl)cc2Cl)c1 (stereo not drawn)	.	14	13	8	4	-25	-1	8	.	3	-16
CC(C)(C)OC(=O)NCCCC[C@H](NC(=O)c1nc[nH]c1C(=O)N1CCN(c2ccccc2)CC1)C(=O)OC(C)(C)C	2	-16	3	-12	-6	4	11	0	2	-24	-5
Cc1cc(NC(=O)C(C)Sc2nc(-c3ccccc3)cc(=O)[nH]2)no1 (stereo not drawn)	2	14	13	0	12	-16	-12	5	1	-18	-7
CNC(=O)CSc1nnc(-c2cccnc2)n1-c1ccc(C)cc1	-3	-28	1	8	17	-21	20	-20	1	3	6
O=C(NCCn1ccc2ccccc21)C1CCCCC1	.	6	-40	-4	-4	0	-3	-7	2	-30	-7
CCOC(=O)c1sc(C)c(C(=O)NC2CCCCC2)c1N	-10	-17	-74	-4	-65	-44	8	4	-1	-30	-18
CC(C)S(=O)(=O)c1csc(NC(=O)Nc2ccc(Cl)cc2)c1	12	10	2	1	0	-5	-11	-5	1	18	.
O=c1cc(CSc2nc3cc(Cl)ccc3o2)nc2sccn12	-9	-17	-69	-10	-14	-12	-9	-11	2	-4	4
CCOC(=O)Cc1csc(NC(=S)NC(=O)c2ccccc2C)n1	-4	5	54*	3	-8	-24	-4	6	2	-10	1
COC(=O)C1(C)NC(c2ccc(Cl)cc2)C2C(=O)N(c3ccccc3)C(=O)C21 (stereo not drawn)	1	2	14	1	9	20	-1	-6	0	22	18
COc1ccc(N)cc1-n1cnnn1	1	-10	12	1	0	11	-4	5	-3	5	-19
O=C(NN1CCOCC1)c1ccco1	13	10	-4	-6	-4	-3	-4	-10	4	17	-3
Cc1ccccc1S(=O)(=O)Cc1ccc(C(=O)NC(C)c2ccc3c(c2)OCCO3)o1 (stereo not drawn)	-3	9	2	0	6	-33	2	13	-2	0	14
O=C(Nc1ccc(F)c(Cl)c1)c1cc(C2CCCN(C(=O)C3CC3)C2)on1 (stereo not drawn)	.	7	-233	0	-332	-117	15	-10	.	39	-48
Cc1cc(C)n(C(=O)CN2C(=O)c3ccccc3C2=O)n1	3	21	0	0	-4	-3	2	-2	-2	-10	-45
COc1ccc(/C=C2\SC(=O)N(CCCC(=O)Nc3cc(Cl)ccc3C(=O)O)C2=O)cc1	89*	104*	89*	-2	76*	88*	-3	-4	.	85*	71
CCCCCC(=O)Nc1ccc(S(=O)(=O)Nc2cc(OC)nc(OC)n2)cc1	-1	-2	19	14	7	10	-22	0	.	-2	-6

Pulled one by one from the entries so far, four records:
SMILES	MITF TRPM1 inh	TWEAK Fn14 block	HIF-2a block	KKLEB cytotox	Peg3 prom inh	NR2E3 ag-1	C8 TRAIL sens	CF NFkB block	NR2E3 ag-2	TROY signal inh	Shn3 inh set2
COC(=O)C1(C)NC(c2ccc(Cl)cc2)C2C(=O)N(c3ccccc3)C(=O)C21 (stereo not drawn)	1	2	14	1	9	20	-1	-6	0	22	18
Cc1ccccc1S(=O)(=O)Cc1ccc(C(=O)NC(C)c2ccc3c(c2)OCCO3)o1 (stereo not drawn)	-3	9	2	0	6	-33	2	13	-2	0	14
COc1ccc(N)cc1-n1cnnn1	1	-10	12	1	0	11	-4	5	-3	5	-19
O=C(NN1CCOCC1)c1ccco1	13	10	-4	-6	-4	-3	-4	-10	4	17	-3

Next part:
SMILES	MITF TRPM1 inh	TWEAK Fn14 block	HIF-2a block	KKLEB cytotox	Peg3 prom inh	NR2E3 ag-1	C8 TRAIL sens	CF NFkB block	NR2E3 ag-2	TROY signal inh	Shn3 inh set2
Cn1c(=S)[nH]c2cccnc21	-10	-3	20	-5	15	-17	6	5	-1	10	1
CCCCCCNC(=O)c1c(O)c2ccccc2[nH]c1=O	-18	-18	-88	-8	-101	3	20	-4	2	-50	-39
O=c1[nH]c2ccc(Cl)cc2c(O)c1-c1ccccc1	5	4	19	-1	0	-12	-1	-1	-4	6	-13
Cc1ccccc1-n1c(SCc2c(C)noc2C)nnc1-c1ccncc1	4	-13	13	1	-12	-1	4	-25	1	-15	18
CCC(=O)c1ccc(OCC(=O)N2CCN(c3ccccn3)CC2)cc1	-3	9	1	12	10	10	-14	-13	3	13	1
Cc1ccc(NC(=O)C(Cc2ccccc2)n2cccc2)cc1 (stereo not drawn)	-7	-15	0	10	-10	-12	-1	-6	0	5	4
Cc1cc(/C=N/n2cnnc2)c(C)n1-c1cc(Cl)ccc1Cl	5	6	2	-14	29	1	-12	5	2	-34	30
COc1ccc(N(CC(=O)NN=C2CCN(C)CC2)S(=O)(=O)c2ccccc2)c(OC)c1	-2	23	-1	-7	3	-11	-4	-11	0	-1	-14
COc1ccc(CN2C(=O)/C(=C/c3ccncc3)SC2=S)cc1	10	12	43*	-18	67*	-19	33	45	0	-6	37
CSc1ccc(CN(C)C(=O)c2cccc(S(=O)(=O)NCc3ccccc3)c2)cc1	10	17	13	-4	12	19	16	-14	-4	33	37
O=C1C=C(c2cccc3c2oc2ccccc23)C[C@@H](c2ccc(F)cc2)C1	2	-20	-5	-7	-10	-23	3	17	4	-20	-1
CC12CS(=O)(=O)CC1SC(=S)N2c1ccccn1 (stereo not drawn)	2	8	8	6	1	-13	-25	-2	-3	4	8
O=C(Cn1ncc(Cl)c(Cl)c1=O)c1ccc(Cl)cc1	80*	83*	96*	-3	108*	5	95*	48	15	13	70
O=C(Nc1ccccc1)c1cc([N+](=O)[O-])ccc1Cl	-1	7	8	-8	-1	6	-4	-20	2	-5	15
COc1ccc(-c2nc3ccccc3c(=O)n2-c2c(C)n(C)n(-c3ccccc3)c2=O)cc1	-3	19	6	6	14	-4	-11	-11	2	8	-4
C=CCC(c1ccccc1)N(C(C)=O)c1ccco1 (stereo not drawn)	-1	12	5	7	1	1	-1	8	0	-30	16
O=C(CSc1nccn(-c2ccc(F)c(Cl)c2)c1=O)NC1CCCC1	3	-8	-25	9	-7	5	3	-12	0	9	0
COc1ccc(CNC(=O)CCNS(=O)(=O)c2ccc(Cl)cc2)cc1	9	11	20	22	9	7	-3	-9	0	-10	-27
O=C(NC(=S)Nc1ccc(Cl)c(C(=O)O)c1)c1cncc(Br)c1	-6	6	16	-3	2	8	-5	-4	1	-8	2
COc1ccc(CNC(=O)c2ccc3nc(C)c(N(C)Cc4ccc(NC(C)=O)cc4)n3c2)cc1	.	2	15	-1	20	17	7	5	.	9	21
C/C=C/c1ccc(OCCCNC)c(OC)c1	0	-11	-26	-12	8	-16	17	12	-4	-28	-11
CN(Cc1ccccc1)C(=O)COC(=O)c1ccc(-n2cnnn2)cc1	-3	26	9	14	6	-13	21	-3	.	-9	2
COc1cccc(/C=N/NC(=O)c2cc(-c3cccn3C)n[nH]2)c1O	43	-17	-68	-8	29	10	55*	4	0	30	73
COc1cc(/C=N/NC(=O)Nc2ccccc2)ccc1OCCOc1ccccc1C	7	-30	-10	-3	30	-13	14	-21	2	-30	11
O=C(O)CC1C(=O)NCCN1Cc1ccc(F)c(F)c1 (stereo not drawn)	.	-3	17	-8	4	-5	-4	23	-1	-5	7
Cc1cc(C)n(CC(=O)N2N=C(C(F)F)CC2(O)C(F)F)n1 (stereo not drawn)	1	-15	3	5	-7	-22	-10	14	4	-2	-3
CNC(=O)c1ncoc1-c1ccc(Cl)cc1	3	8	0	1	8	-13	-2	-9	-6	-11	-12

Only part of the results is shown, so the mix of outcomes need not match the whole.
